All columns: NCI-60 one-dose screen, growth in % after 48 h at 10 µM unless noted; 100 = growth as untreated, 0 = no growth, -100 = all killed.
HL-60(TB): HL-60(TB) leukemia cells | 9% of 78,000 active; active means growth percent below 10
The depositor's hits bear a star; & = joins results of further samples. The list is partial; count on the stated rates, not on these rows.

SMILES	HL-60(TB)
CCOC(=O)c1nc2c3ccccc3ccn2c1C(=O)OC	95
CCOC(=O)COc1ccc2c(c1)O/C(=C\c1cccc(OC)c1)C2=O	93
Cc1c(N=C2NC(=O)/C(=C/c3cn(-c4ccccc4)nc3-c3ccc([N+](=O)[O-])cc3)S2)c(=O)n(-c2ccccc2)n1C	97
CCC(C)(C)N	101
CCCCC(=O)OCCOc1ccccc1	115
CC(=O)Nc1ccc(-c2nc3cc(-c4ccc(O)cc4)ccc3n2C)cc1	26
CSc1nc(=O)n(Cc2ccc(Cl)cc2)c(=O)n1Cc1ccc(C)cc1	97
COc1nc(-c2cccnc2)nc2c1sc(=S)n2-c1ccccc1	36
O=C(c1cccc(F)c1)n1ccc2cc(NC(=S)NCCN3CCOCC3)ccc21	106
COc1ccc(-c2nsc3c2NC(=O)CC3c2cc3c(c(OC)c2OC)OCO3)cc1 (stereo not drawn)	45
CCn1c(=O)c2[nH]c(SC)nc2n(CC)c1=O	105
Cc1nn(-c2ccccc2)c2c1C(c1cc3ccc(Cl)cc3[nH]c1=O)C1=C(CC(C)(C)CC1=O)N2 (stereo not drawn)	100
CC1(c2cc3cc(Br)ccc3oc2=O)NC(=O)c2c(/C=C/C(=O)OC3CC4CCC3(C)C4(C)C)cccc2N1 (stereo not drawn)	49
CCOC(=O)N(Cc1ccc(C(C)C)cc1)c1nc2ccc(OCC)cc2s1	91
CCOC(=O)/C(=N\O)C1=CSC2=NNC(C)(C)N12	85
Cc1c(N)cc2c(c1N)C(C)(C)CC2(C)C	106
C[C@@H]1CN(C(=S)Nc2ccccc2)[C@@H](C)CN1c1ccccn1	54
COc1cc(C(C)O)ccc1OC(=O)c1ccccc1 (stereo not drawn)	112
C[C@]12CC[C@H](Cl)CC1=CC[C@@H]1[C@@H]2CC[C@]2(C)C(=O)CC[C@@H]12	105
O=P(O)(c1ccccc1)c1ccccc1	108
Oc1cc(CNCc2ccccc2)c(O)cc1CNCc1ccccc1	97
CCSc1nnc(-c2ccc3ccccc3c2O)n1-c1ccccc1	34
N#CC1=C(N)Oc2c(ccc3ccccc23)C1c1ccco1 (stereo not drawn)	100
C[C@]12C[C@H](O)[C@H]3[C@@H](CCC4=CC(=O)CC[C@@]43C)[C@@H]1CC[C@@H]2C(=O)CO	82
N#Cc1c(-c2ccc(Cl)cc2)cc(-c2cc3ccccc3o2)nc1SCC(=O)c1ccc(Cl)cc1	123

Six of the compounds above, as a markdown table.
| smiles | HL-60(TB) |
| --- | --- |
| Cc1nn(-c2ccccc2)c2c1C(c1cc3ccc(Cl)cc3[nH]c1=O)C1=C(CC(C)(C)CC1=O)N2 (stereo not drawn) | 100 |
| CC1(c2cc3cc(Br)ccc3oc2=O)NC(=O)c2c(/C=C/C(=O)OC3CC4CCC3(C)C4(C)C)cccc2N1 (stereo not drawn) | 49 |
| CCOC(=O)N(Cc1ccc(C(C)C)cc1)c1nc2ccc(OCC)cc2s1 | 91 |
| CCOC(=O)/C(=N\O)C1=CSC2=NNC(C)(C)N12 | 85 |
| Cc1c(N)cc2c(c1N)C(C)(C)CC2(C)C | 106 |
| C[C@@H]1CN(C(=S)Nc2ccccc2)[C@@H](C)CN1c1ccccn1 | 54 |

Remaining list, next part:
SMILES	HL-60(TB)
CN(N=C(c1ccccc1)c1ccccc1)c1ccccc1	129
O=C1C(CCl)(CCl)CCC12CN=C(Cl)C2 (stereo not drawn)	104
O=[N+]([O-])c1cccc(/C=N\Nc2ccccc2)c1	20
COc1ccc(-c2cc(-c3ccc(Br)cc3)nc3nc(NC(C)=O)nn23)cc1	99
O=C(NC1=NN(Cc2ccccc2)C(=O)C1)c1ccc(S(=O)(=O)F)cc1	102
Clc1cc(Cl)cc(N2N=C(c3cccc(Nc4ccncc4)c3)CC2c2ccc3c(c2)OCO3)c1 (stereo not drawn)	8.0*
O=C(O)c1cccc2c1-c1ccccc1C2=O	106
O=C(N/N=C/c1ccco1)c1[nH]c2ccc(Br)cc2c1-c1ccccc1	-28*
COC12C=C/C(=C(/C(=O)OCc3ccncc3)C(=O)CCCCCCCCC3(OC)C=C/C(=C(/C(=O)OCc4ccncc4)C(=O)CCCCCCCC1)O3)O2	-23*
O=C(NN1CCCCC1)NN1CCCCC1	103
Cc1nc(N)nc(N)c1[N+](=O)[O-]	90
CC1OC(OC2C(OC3C[C@@]4(C)C(C[C@H](O)[C@H]5[C@H](C6(C)CCC(C(C)(C)O)O6)CCC54C)[C@]4(C)CC[C@@H](O)C(C)(C)C34)OC(CO)C(O)C2O)C(O)C(O)C1O (stereo partly drawn) (tested in a mixture with another compound)	129
CC(C(=O)NCc1cccnc1)c1ccc(Nc2ccnc(C(F)(F)F)c2)cc1 (stereo not drawn)	98
O=C(O)c1cccc(C(F)(F)F)c1	89
O=C1CSc2nnc(CCC(=O)c3nc4ccccc4[nH]3)n2N1	112
O=C(O)c1cccc([N+](=O)[O-])c1/C=C/c1ccc(Cl)cc1	102
O=C(Nc1cc(F)ccc1F)c1cc2c(=O)n3ccccc3nc2s1	59
C=C1CCC2C3(C)COC(c4ccccc4)OC3CCC2(C)C1CC(Sc1ccccc1)C1=CCOC1=O (stereo not drawn)	-33*
O=C1C(=O)N(CCO)c2ccc(F)cc21	104
Cc1nc2ccccc2n1CC1NC(=S)NC1=O (stereo not drawn)	102
O=C1NC(=S)S/C1=C/c1ccc(/C=C2/SC(=S)NC2=O)cc1	95
CC1=C(C)C(=O)OC([C@](C)(O)[C@@]2(O)CC[C@@]3(O)C4CC=C5CC=CC(=O)[C@]5(C)C4CC[C@]23C)C1 (stereo partly drawn)	99
CC1(C)[C@H](CC(=O)O)C[C@@H]1N	102
ClC1c2ccccc2CCc2ccccc21	122
O=C(c1ccc(O)cc1)C1[C@H](c2ccc(Br)cc2)[C@@H](c2ccccc2)NC12C(=O)Nc1ccc(Cl)cc12 (stereo partly drawn)	95

Remaining list, next part
SMILES	HL-60(TB)
CC(C)=C[C@@H]1C[C@H](O)Cc2cc(Cl)ccc2N1	89
CCOC(=O)/C(C)=C\c1ccccc1	93
O=C1C(=O)N(CCCCn2cc(-c3ccccc3)nn2)c2ccc(Cl)cc21	98
CCN(CC)CCCCCCNc1cc(C)cc2ccc(C)nc12	88
O=C(NCc1ccc(Cl)cc1Cl)C1CSC2c3ccccc3C(=O)N12 (stereo not drawn)	93
CS(=O)(=O)c1ccc(C(=O)/C=C/c2cn(-c3ccccc3)nc2-c2ccc(S(C)(=O)=O)cc2)cc1	92
N#Cc1cn(Cc2ccc(Cl)cc2Cl)c(C(=O)c2ccc(Br)cc2)c1N	97
Cc1nc2cccc(CCCCCC(=O)NO)c2c(=O)n1-c1ccccc1	103
Cc1ccc(C(=O)NN2C(=O)CSC2c2cccs2)cn1 (stereo not drawn)	98
CCOC(=O)C1(C(=O)OCC)COC(=O)C1CN1Cc2cc3ccccc3nc2C1 (stereo not drawn)	82
CC[C@@H](c1ccc(O)cc1)[C@@H](CC)c1ccc(O)cc1	83
C=C(C)[C@@H]1CC[C@]2(C(=O)O)CC[C@]3(C)[C@H](CC[C@@H]4[C@@]5(C)C[C@@H](Cc6cn(CCO[C@@H]7O[C@H](COC(C)=O)[C@H](OC(C)=O)[C@H](OC(C)=O)[C@H]7OC(C)=O)nn6)[C@H](O)C(C)(C)[C@@H]5CC[C@]43C)[C@@H]12	38
O=c1c2ccccc2oc2ccc(OCCCCCCN3CCCCCC3)cc12	-48*
CC(C)(C)N1Oc2cncc(Br)c2C1c1ccccc1 (stereo not drawn)	95
COc1ccc(C(=O)/C=C/c2ccc(Oc3nc4c(c(=O)n(C)c(=O)n4C)n3C)c(OC)c2)cc1	112
C[C@@H]1CC[C@]2(C)[C@H](CCC(=O)[C@H]2C)[C@@]1(C)CCc1ccoc1	91
CC1(C)N=C(N)N=C(N)N1c1ccc(OCCOc2ccc(NC(=O)CBr)cc2)cc1	66
CCOC(=O)c1cc(-c2ccc(Br)cc2)n(-c2ccc(S(N)(=O)=O)cc2)n1	104
COc1ccc(-c2nc3sccn3c2-c2cc(-c3ccc(C(C)(C)C)cc3)on2)cc1	104
Clc1cnc(OC2CCNC2)nc1-n1cnc2ccccc21 (stereo not drawn)	103
O=c1c(Cc2ccc(F)cc2)cc(-c2ccccc2)nn1Cc1ccccc1	85
C#CCN1C(=O)c2cccc3c(-c4ccc(-c5nc6c7ccccc7c7ccccc7c6[nH]5)cc4)ccc(c23)C1=O	73
COC(=O)CNC(=O)C(=O)c1c(O)c(O)c(C(C)C)c2cc(C)c(-c3c(C)cc4c(C(C)C)c(O)c(O)c(C(=O)C(=O)NCC(=O)OC)c4c3O)c(O)c12	25
COc1ccc(-c2c(C#N)c(-c3ccc(Cl)cc3)nc3c2c(-c2ccccc2)nn3-c2ccccc2)cc1OC	98
O=C(Nc1ccccc1)c1ccco1	96

For reference, some entries already given:
SMILES	HL-60(TB)
C=C(C)[C@@H]1CC[C@]2(C(=O)O)CC[C@]3(C)[C@H](CC[C@@H]4[C@@]5(C)C[C@@H](Cc6cn(CCO[C@@H]7O[C@H](COC(C)=O)[C@H](OC(C)=O)[C@H](OC(C)=O)[C@H]7OC(C)=O)nn6)[C@H](O)C(C)(C)[C@@H]5CC[C@]43C)[C@@H]12	38
O=c1c2ccccc2oc2ccc(OCCCCCCN3CCCCCC3)cc12	-48*

(continued)
SMILES	HL-60(TB)
CCC(C)NCCCCCO (stereo not drawn)	104
CC(C)(CO)C(O)C(=O)NCCS(=O)(=O)Nc1ccc(Cl)cc1 (stereo not drawn)	94
CCN1CCC(=O)N2[C@H](c3ccc(Cl)cc3)c3[nH]c4ccccc4c3C[C@H]2C1=O	101
Cc1nc(-c2cc3ccccc3oc2=O)ccc1C(=O)/C=C/c1ccc(N(C)C)cc1	91
CCn1c(SCc2ccc(C)cc2)nnc1-c1nn(-c2ccc(Cl)cc2Cl)c(-c2ccc(Cl)cc2)c1C	-13*
CCC(=O)Nc1nonc1-c1nc2ccccc2n1Cc1ccc(F)cc1Cl	77
COc1ccc(C2NC(=S)NC(C)=C2C(C)=O)cc1 (stereo not drawn)	97
COc1cc(C=O)cc(C=O)c1O	86
CC(=O)c1ccc([N+](=O)[O-])o1	102
CCCSSSC	93
C[N+](C)(Cc1ccc(Cl)cc1)Cc1ccc(Cl)cc1	89
NS(=O)(=O)c1ccc(CCN=C=S)cc1	-2.3*
O=[N+]([O-])c1ccc(/C=N/c2nnc(-c3ccc(Cl)cc3)o2)cc1	76
O=c1[nH]n(C(=S)N/N=C/c2cccc(Br)c2)c(=O)c2ccccc12	75
O=C(O)CN1C(=O)/C(=C\c2ccc(-c3ccc(Cl)cc3)o2)SC1=S	100
Cc1c(O)c(=O)ccn1Cc1nc2ccccc2s1	89
O=C1CSC(c2ccccc2Cl)N1n1cnnc1 (stereo not drawn)	109
COc1ccc(/C=N/NC(=O)c2c(Nc3ccccc3)nn(CC(O)c3ccccc3)c2N)cc1OC (stereo not drawn)	107
CCN1CCN(CCOc2ccc(Nc3nccc(NCc4ccco4)n3)cc2)CC1	79
O=C1Nc2ccccc2/C1=N\c1nnc(-c2ccc(Cl)cc2)o1	98
COc1cc(NC(=O)c2cc(O)c(C/C=C(\C)CCC=C(C)C)c(O)c2)cc2c1O[C@]1(C)CC[C@@H](O)C(C)(C)[C@H]1C2	-7.3*
Clc1ccccc1N/N=C/c1ccccn1	93
CCCC(=O)Oc1ccc([N+](=O)[O-])cc1	98
CC(=C/c1ccccc1)/C=C1/SC(=S)N(CCc2ccc(O)cc2)C1=O	69
CN(C)c1ccc(/C=C/C(=O)c2cccc(Nc3nc(Nc4ccccc4)nc(Nc4ccccc4)n3)c2)cc1	100

Ordered by molar mass (falling): some entries from above.
SMILES	HL-60(TB)
CCC(=O)Nc1nonc1-c1nc2ccccc2n1Cc1ccc(F)cc1Cl	77
CC(=C/c1ccccc1)/C=C1/SC(=S)N(CCc2ccc(O)cc2)C1=O	69
CC(C)(CO)C(O)C(=O)NCCS(=O)(=O)Nc1ccc(Cl)cc1 (stereo not drawn)	94
O=C1CSC(c2ccccc2Cl)N1n1cnnc1 (stereo not drawn)	109
COc1ccc(C2NC(=S)NC(C)=C2C(C)=O)cc1 (stereo not drawn)	97
CCCC(=O)Oc1ccc([N+](=O)[O-])cc1	98

Later entries
SMILES	HL-60(TB)
CNCc1cc(C(C)(C)C)ccc1O	82
COc1ccc(Cc2nnc(NC(=S)Nc3ccccc3)s2)cc1	102
Cc1cc2n(n1)C(C(C)C)C(C(=O)c1cc(Cl)cc(Cl)c1O)=CN2 (stereo not drawn)	69
COc1cc(-c2nn(-c3ccc(C)cc3)cc2CO)ccc1O	88
c1cnc(-c2nc3c4c5c(sc4ncn3n2)CCC5)cn1	93
OC1CCC(O)CC1 (stereo not drawn)	96&108
CC1(C)C=Cc2c(ccc3c2[N+]([O-])=C2C3=C[C@@]34NC(=O)[C@]5(CCCN5C3=O)C[C@@H]4C2(C)C)O1	34
Cn1c2ccccc2c2c3[nH][nH]c(=O)c3c3c4ccccc4[nH]c3c21	4.8*
CCCCCCCCC(CCN(CC)CC)(C(=O)O)c1ccccc1 (stereo not drawn)	90
Cn1c(COC(=O)N2CCCCC2)nc2c(N3CCOCC3)nc(-c3ccccc3)nc21	-28*
Clc1ccc2nc(Nc3cccc(Oc4ccccc4)c3)[nH]c2c1	115
COc1cc(-c2nn3c(/C=C4/C(=O)Nc5ccccc54)c(-c4ccc(C)cc4)nc3s2)cc(OC)c1OC	35
NS(=O)(=O)c1ccc(-n2cc(-c3cccc(NC(=O)c4cc(C(F)(F)F)cc(C(F)(F)F)c4)c3)nn2)cc1	63
O=C(Cn1c(C(=O)c2ccc(Cl)cc2)nc2ccccc21)c1ccc(Cl)cc1	111
O=C1c2cccnc2C(=O)c2c1c(C(=O)NCCn1ccnc1)c1ccccn21	1.0*
NCCc1ccccc1	98&174
CNC(=O)c1cc(Oc2ccc3c(c2)sc2nc(-c4cc(C(F)(F)F)cc(C(F)(F)F)c4)cn23)ccn1	46
COc1ccc(N2C(=O)C=CC2=O)cc1	102
CCC(CC)c1ncc[nH]1	105
Cc1ccc(N/C=C/C(=O)c2sc3nc4ccccc4n3c2C)cc1S(N)(=O)=O	99

Assay outcomes as filed in PubChem BioAssay.
